Source: PubChem
ATG4B inh: ATG4B protease inhibitors, primary screen, biochemical, fluorescence, uHTS; Cysteine protease ATG4B (Homo sapiens), Q9Y4P1; ATG4B cleavage of LC3-PLA2, NBD-HPC fluorescence, 1 h; inhibition, % at 8.33 µM; hit rate 0.51% among 340,000; in the data active means inhibition above about 40%
Target sequence (Q9Y4P1 whole entry, looked up): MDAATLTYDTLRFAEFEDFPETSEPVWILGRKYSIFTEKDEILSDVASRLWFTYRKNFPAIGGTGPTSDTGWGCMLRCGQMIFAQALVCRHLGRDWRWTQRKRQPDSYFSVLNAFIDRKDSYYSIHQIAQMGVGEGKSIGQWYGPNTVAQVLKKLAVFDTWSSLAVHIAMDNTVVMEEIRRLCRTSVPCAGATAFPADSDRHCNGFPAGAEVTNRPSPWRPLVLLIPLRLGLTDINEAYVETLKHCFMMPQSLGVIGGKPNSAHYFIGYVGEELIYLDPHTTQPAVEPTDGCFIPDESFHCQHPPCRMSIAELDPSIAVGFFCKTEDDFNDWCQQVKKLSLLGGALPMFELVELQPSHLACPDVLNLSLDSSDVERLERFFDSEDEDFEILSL
NLRP3 yeast inh: NALP3 inflammasome inhibitors in reconstituted yeast, primary screen, luminescence, uHTS. inhibition, % at 10 µM. hit rate 0.39% among 330,000. Yeast reconstituted NLRP3/ASC/caspase-1, beta-gal luminescence, 24 h. AID 2825, 2010;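 active means inhibition of 50% or more; inactive means inhibition below 50%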;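 further: plate controls were induced DMSO wells for no effect and uninduced yeast grown without galactose for full effect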
Apaf-1 inh: inhibitors of human Apaf-1 apoptosome, primary screen, biochemical, DEVD-Rh110 fluorescence, uHTS; reconstituted apoptosome caspase-3 activity; inhibition, % at 20 µM; hit rate 0.71% among 330,000; AID 489030, 2010; active means inhibition of at least 40% at 20 µM;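 further: plate controls were DMSO wells for no effect and DEVD-CHO caspase inhibitor wells for full effect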
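Assay system: Apoptosome proteins | Medium: pH 7.5 Hepes buffer with CHAPS, BSA, DTT | Also added: Cytochrome c and DEVD-Rh110 substrate | Times: 30 min plus 50 min, RT | Detection: Rhodamine 110 fluorescence at Ex 480/Em 540 nm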
mIAP block: inhibitors of mouse IAP, primary screen, biochemical, luminescence, uHTS; purified mouse IAP, CDP-Star luminescence, 30 min; inhibition, % at 10 µM; hit rate 0.2% among 330,000; AID 2806, 2010;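 active means inhibition of at least 40% at 10 µM in the primary screen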;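 further: plate controls were DMSO with enzyme for no effect and no enzyme wells for full effect; values of inactives mirror those of a sister screen read the other way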
tim10-1 inh: growth inhibitors of tim10-1 mutant yeast, primary screen, luminescence, uHTS. S. cerevisiae tim10-1 ts strain growth, BacTiter-Glo, 24 h. inhibition, % at 20 µM. hit rate 2.2% among 330,000. AID 463190, 2010;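 active means inhibition of at least 40%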;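 further: mutant grown at 25 °C; 0% = DMSO wells with yeast and 100% = wells holding no yeast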
hIAP activ: human IAP activators, primary screen, biochemical, luminescence, uHTS; activation factor at 10 µM; AID 2524, 2010; hit rate 0.16% among 330,000; purified human IAP, CDP-Star luminescence, 30 min; stronger effect = higher value; 1 = vehicle-only enzyme, 0 = enzyme-free background; Intestinal-type alkaline phosphatase (Homo sapiens), P09923;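 active means activation factor of the enzyme at least 2-fold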; further: the source names both 10 and 20 µM as test concentration; values of inactives mirror those of a sister screen read the other way
Target sequence (P09923 whole entry, looked up): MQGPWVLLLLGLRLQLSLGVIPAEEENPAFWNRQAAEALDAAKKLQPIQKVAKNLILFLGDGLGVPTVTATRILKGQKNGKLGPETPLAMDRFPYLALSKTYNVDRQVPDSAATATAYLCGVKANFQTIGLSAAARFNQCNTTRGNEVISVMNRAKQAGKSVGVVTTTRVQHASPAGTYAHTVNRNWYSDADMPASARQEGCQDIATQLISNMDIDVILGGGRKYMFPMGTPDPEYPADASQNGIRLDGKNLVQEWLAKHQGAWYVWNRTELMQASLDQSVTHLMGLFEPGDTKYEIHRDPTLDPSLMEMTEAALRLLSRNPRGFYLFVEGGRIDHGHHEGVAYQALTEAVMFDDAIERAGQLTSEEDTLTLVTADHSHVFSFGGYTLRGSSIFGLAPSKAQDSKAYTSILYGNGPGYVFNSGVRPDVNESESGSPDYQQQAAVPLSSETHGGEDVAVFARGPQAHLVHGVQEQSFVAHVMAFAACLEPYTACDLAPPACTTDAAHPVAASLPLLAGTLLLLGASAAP
TIM10 inh: growth inhibitors of isogenic TIM10 control yeast, primary screen, counter-screen for tim10-1 yeast inhibitor project, luminescence, uHTS; inhibition, % at 10 µM; hit rate 1.4% among 330,000; S. cerevisiae TIM10 strain growth, BacTiter-Glo luminescence, 24 h;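 active means inhibition of 40% or more at the single tested concentration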;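 further: wild-type TIM10 isogenic control strain grown at permissive 25 °C; 0% = DMSO yeast wells and 100% = minimal medium wells without yeast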
hIAP block: human IAP inhibitors, primary screen, biochemical, luminescence, uHTS; purified IAP, CDP-Star luminescence, 30 min; inhibition, % at 10 µM; hit rate 0.12% among 330,000;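 active means inhibition reaching a set limit with compound at 10 µM in the primary screen, cut at about 35% in these data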;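 further: plate controls were DMSO wells with enzyme for no effect and no-enzyme buffer wells for full effect; values of inactives mirror those of a sister screen read the other way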
mIAP activ: activators of mouse IAP, primary screen, biochemical, luminescence, uHTS | muIAP, CDP-Star luminescence, 30 min; stronger effect = higher value; 1 = vehicle-only enzyme signal, 0 = enzyme-free wells | hit rate 0.24% among 330,000 | activation factor at 10 µM | intestinal alkaline phosphatase [Mus musculus];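 active means activation factor of at least 2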; further: the source names both 10 and 20 µM as test concentration; values of inactives mirror those of a sister screen read the other way
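also added = chemiluminescent substrate CDP-Star | test system = mouse IAP enzyme | signal = chemiluminescence readout | compound = DMSO-dissolved test compounds | incubation = 30 min at room temperature | benchmarks = DMSO wells, no-enzyme wells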
The depositor's hits bear a star; x = not tested or not shown.

Sample of the layout, 4 compounds:
SMILES	ATG4B inh	NLRP3 yeast inh	Apaf-1 inh	mIAP block	tim10-1 inh	hIAP activ	TIM10 inh	hIAP block	mIAP activ
COc1ccc2c(c1)OC13CCCCC1C2C(C(=O)c1ccccc1)C(=O)N3 (centres undefined)	1	8	10	4	11	0.96	-1	4	0.96
COc1ccc(NC(=O)CN(C)C(=O)c2ccc(=O)[nH]c2)cc1	-5	-7	0	-5	-11	1.1	-8	-7	1
COc1ccc(C(=O)Nc2nnc(-c3ccco3)s2)cc1	-10	6	-3	16	0	0.9	-1	10	0.84
O=C1OC[C@@H]2CCCN2C(=O)[C@H](CC(=O)N(CCO)Cc2ccccc2)C/C=C\CC[C@H]1Cc1ccc(F)cc1	11	3	15	-2	8	1	12	-4	1

This part in full, from the first entry:
SMILES	ATG4B inh	NLRP3 yeast inh	Apaf-1 inh	mIAP block	tim10-1 inh	hIAP activ	TIM10 inh	hIAP block	mIAP activ
COc1ccc2c(c1)OC13CCCCC1C2C(C(=O)c1ccccc1)C(=O)N3 (centres undefined)	1	8	10	4	11	0.96	-1	4	0.96
COc1ccc(NC(=O)CN(C)C(=O)c2ccc(=O)[nH]c2)cc1	-5	-7	0	-5	-11	1.1	-8	-7	1
COc1ccc(C(=O)Nc2nnc(-c3ccco3)s2)cc1	-10	6	-3	16	0	0.9	-1	10	0.84
O=C1OC[C@@H]2CCCN2C(=O)[C@H](CC(=O)N(CCO)Cc2ccccc2)C/C=C\CC[C@H]1Cc1ccc(F)cc1	11	3	15	-2	8	1	12	-4	1
Cn1c2ccccc2c2nnc(SCC(=O)NC3CC3)nc21	-2	10	8	3	-6	0.94	-7	6	0.97
C=CCC[C@@H](Cc1ccc(F)cc1)C(=O)OCCNC(=O)[C@H](CC=C)CC(=O)NCCO	-2	8	-3	-2	-11	1.1	-2	-13	1
CCOc1ccc(N=C2SC(C(=O)Nc3ccccc3C#N)C(N)=C2C(=O)Nc2ccc(Cl)cc2)cc1 (centres undefined)	0	17	16	6	11	0.96	0	4	0.94
Cc1cc(=O)n2nc(N3CCC(C(=O)NCCc4ccccc4)CC3)sc2n1	-7	5	8	-6	13	1	12	-4	1.1
COc1cc(C)cc2oc(=O)c(CC(=O)N3CCN(C(=O)C4COc5ccccc5O4)CC3)c(C)c12 (centres undefined)	-7	6	14	1	22	1.1	9	-7	0.99
CC(C)Oc1ccc(-c2nc(NCC3CCCO3)c3ccccc3n2)cc1 (centres undefined)	23	23	22	-3	22	0.95	25	5	1
Cc1ccc(C(=O)N2CCc3cc4c(cc3C2C)OCCCO4)cc1 (centres undefined)	-5	24	15	0	34	0.88	5	12	1
CCOc1ccc(-n2nc3ccc(N)cc3n2)cc1	-7	35	84*	-3	13	0.85	23	14	1
Cc1nnc2c3ccccc3c(-c3cccs3)nn12	-3	6	38	2	23	0.99	22	1	0.98
Cn1nc(C(=O)NNC(=O)CCc2ccccc2Cl)c2ccccc2c1=O	-10	13	-6	5	9	1.4	2	-41	0.95
CCOC(=O)c1oc2c(CN3CCN(C)CC3)c(O)ccc2c(=O)c1-c1ccccc1OC	13	2	5	-3	-2	0.92	0	8	1
CCN(CC)CCCN(Cc1cc2cc3c(cc2[nH]c1=O)OCO3)C(=S)NCCOC	9	11	-4	0	8	1	-5	0	1
NNc1nc2cc3c(cc2s1)OCCO3	-5	7	2	9	12	0.79	15	21	0.91
CCS(=O)(=O)N1CCCC(C(=O)NCc2ccc3c(c2)OCO3)C1 (centres undefined)	-5	-3	-11	6	-1	1.1	4	-9	0.94
Cc1ccc(CNC(=O)c2nn(C)c3c2CS(=O)(=O)c2ccccc2-3)cc1	-10	10	5	8	17	0.97	12	3	0.92
COc1ccc(C(=O)NCCSCc2ccc(Cl)cc2)cc1OC	-6	18	9	-5	-18	1.1	-15	-5	1.1
O=C(OCn1nnc2ccccc2c1=O)c1cccnc1	-11	9	-7	7	4	1	4	-3	0.93
O=C(CSc1ncnc2[nH]ncc12)Nc1nc(-c2ccc(F)c(F)c2)cs1	1	2	2	0	15	1.7	11	-66	1
CCOC(=O)c1sc(C)c2c1NC(C)(c1ccccc1)NC2=O (centres undefined)	-11	1	10	2	8	1.1	1	-9	0.98
O=C1CCCCCN1C(=O)c1cccc(C(=O)N2CCCCCC2=O)c1	-3	-8	-6	12	10	0.84	3	16	0.88
CC(C)C1CC(CCN)(c2ccccc2)CCO1 (centres undefined)	3	-9	2	-11	-21	0.96	-3	4	1.1
Cc1ccc(-c2c(=O)n(O)c3ccccc3[n+]2[O-])cc1	-5	27	-24	13	0	0.98	11	2	0.87
c1ccc(-c2sc3ccccc3c2-c2ccc(OCCN3CCCCC3)cc2)cc1	-4	9	52*	2	2	0.92	-1	8	0.98
O=C(COc1cccc(C(F)(F)F)c1)NNC(=O)c1ccc(=O)[nH]c1	-12	10	2	5	-2	1.2	4	-19	0.95
Cc1cc(C)c(S(=O)(=O)NCC2CCC(C(=O)NCc3ccccn3)CC2)c(C)c1 (centres undefined)	-10	8	0	-10	4	1.2	17	-22	1.1
O=C(NC1CCCCC1)c1noc2c1CCCCC2	18	51*	-4	3	14	0.97	-2	3	0.97
CC1CCN(S(=O)(=O)c2cccc(C(=O)Oc3ccc([N+](=O)[O-])cc3)c2)CC1	5	-30	-2	4	18	1.1	30	-12	0.96
Cc1ccc(-n2c(C)cc(C(=O)CSc3n[nH]c(N)n3)c2C)cc1	4	0	1	16	18	1.1	9	-9	0.84
CNC(=O)c1ccsc1NC(=O)CN1C(=O)CCC1=O	-7	13	0	12	-24	1	-8	0	0.88
CC1CCC/C(=N\NC(=S)NCc2ccccc2)C1 (centres undefined)	-8	13	2	-2	41*	0.94	28	6	1
C/C(=N\NC(=O)c1cccc(Br)c1)c1cccc(NC(=O)c2ccc(C)o2)c1	-3	18	8	0	27	1	28	-3	1
CCN(C(=O)CN1CCC(C)CC1)c1c(N)n(Cc2ccccc2)c(=O)[nH]c1=O	2	27	-6	0	3	0.99	-9	1	1
CN(C(=O)CN1CCCCCC1)c1c(N)n(Cc2ccccc2)c(=O)[nH]c1=O	3	11	-5	-2	4	0.88	5	12	1
O=[N+]([O-])c1cccc(-c2ccc(C(=S)N3CCN(c4ccccc4)CC3)o2)c1	3	11	16	20	21	1	6	-3	0.8
COc1cc(/C=N/N(C)S(=O)(=O)c2ccc(C)cc2)cc([N+](=O)[O-])c1O	-1	-37	10	2	26	0.91	16	9	0.98
CSc1ccc(C2C(C#N)=C(N)N(c3ccccc3)C3=C2C(=O)CCC3)cc1 (centres undefined)	-6	10	22	8	23	0.98	20	2	0.92
CC(=O)Nc1ccc(S(=O)(=O)N2CCC(C(=O)c3ccc(Cl)cc3)CC2)cc1	-12	18	17	3	31	1	8	-1	0.97
CCOC(=O)C1(Cc2cccc(Cl)c2)CCCN(C(=O)c2ccnn2C)C1 (centres undefined)	-6	10	3	6	13	1.1	13	-12	0.94
COc1ccc(NS(=O)(=O)c2cccc(C(=O)NCc3ccccn3)c2)cc1	-8	0	27	3	-32	1	-22	-4	0.97
Cn1cnnc1SCC(=O)c1ccco1	12	8	-2	2	-5	1	-14	-2	0.98
Cc1cc(/C=N/NC(=O)c2cc3ccccc3o2)c(C)n1C	-13	11	1	11	18	1.2	-4	-22	0.89
Cc1cc(OCC(=O)OCC(=O)NC2CCCCC2C)ccc1Cl (centres undefined)	-43	9	5	-14	4	1.1	8	-14	1.1
CC(C)CC(=O)Nc1ccnn1C1CCN(C(=O)c2ccc(F)cc2Cl)CC1	-5	10	5	-5	-13	0.94	4	6	1.1
COc1ccc(CCNC(=O)C2CCC(CNc3c(N4CCCC4)c(=O)c3=O)CC2)cc1OC (centres undefined)	0	6	6	-6	10	1.2	-4	-21	1.1
CN(C)Cc1ccc(CNC(=O)COc2ccc3ccccc3c2)cc1	-4	-6	3	3	-11	0.93	8	7	0.97
Cc1cc(C)cc(N2CC(C)Cn3c2nc2c3c(=O)[nH]c(=O)n2C)c1 (centres undefined)	6	10	7	4	6	0.94	-1	6	0.96
CCn1ncc(C2=NOC(C(=O)N3CCN(c4ccccc4)CC3)C2)c1C (centres undefined)	-8	3	-4	-9	14	0.84	0	16	1.1
CCN1CCN(c2ccc(S(=O)(=O)N3CCCCC3)cc2NC(=O)c2cccc(C(F)(F)F)c2)CC1	-5	15	21	4	0	0.99	9	1	0.96
Cc1nc(CC(C)C)cc(C(=O)N2CCCC(Nc3ccc(C)c(C)c3)C2)n1 (centres undefined)	10	3	10	6	15	0.79	0	21	0.94
CCCn1nnc(NC(=O)c2ccc(OC)cc2)n1	-12	3	-1	6	10	0.95	0	5	0.94
CC(C)c1nnc(NC(=O)CCC(=O)NCc2ccccc2Cl)s1	-6	9	-10	7	6	1	-4	0	0.93
COc1ccccc1NC(=O)CNC(=O)c1ccc(F)cc1	-3	14	-2	-5	-2	1.2	7	-22	1.1
COCc1cc(C)n(CC(=O)Nc2ccccc2OC)c(=O)c1C#N	-2	4	-4	5	9	0.9	-1	10	0.95
CC(C)COC(=O)COc1cc(Cl)c(Cl)cc1Cl	x	2	-12	6	-11	0.91	3	9	0.94
CCC(CC)C(=O)NCc1ccc(Cl)cc1	-28	10	3	-4	-7	1	-11	-4	1
Cc1ccc(S(=O)(=O)N2CCCCC2)cc1NS(=O)(=O)c1ccccc1F	-7	12	3	8	11	1	4	-4	0.92

As entered above.
Value of Cc1cc(OCC(=O)OCC(=O)NC2CCCCC2C)ccc1Cl (centres undefined) under TIM10 inh: 8
Value of CCOC(=O)C1(Cc2cccc(Cl)c2)CCCN(C(=O)c2ccnn2C)C1 (centres undefined) under NLRP3 yeast inh: 10

The listing continues:
SMILES	ATG4B inh	NLRP3 yeast inh	Apaf-1 inh	mIAP block	tim10-1 inh	hIAP activ	TIM10 inh	hIAP block	mIAP activ
COc1ccc(C(CCN2CCOCC2)c2c(OC)cc(OC)c3c(-c4ccccc4)cc(=O)oc23)cc1 (centres undefined)	-1	x	53*	-14	8	x	-8	x	1.1
Cc1cccc(NC(=S)NC(=O)C2CC2)c1	x	-8	15	-1	22	0.87	16	13	1
COc1ccc(Cl)cc1Nc1cc(C)nc2ccccc12	-12	24	5	-2	21	1.2	-12	-15	1
Cc1oc(=O)c(NC(=O)c2ccc(Cl)cc2)cc1C(=O)c1ccccc1	14	29	11	-2	56*	1.1	28	-8	1
COc1ccc(N(CC(=O)Nc2ccccc2F)S(=O)(=O)c2ccc(C)c([N+](=O)[O-])c2)cc1	24	8	8	4	22	0.87	17	13	0.96
CCOc1cc(/C=N/NC(=O)CSc2nncn2C)ccc1OCc1cccc(C)c1	-9	8	4	5	9	0.89	8	11	0.95
CCCCCCCCCCOC(=O)Cn1c(COc2ccccc2)[n+](C)c2ccccc21	16	16	73*	2	-6	1.1	19	-6	0.97
CC(NC(=O)c1cc(-c2ccccc2)on1)c1ccccc1 (centres undefined)	7	21	-15	-6	-9	1.3	-35	-31	1.1
COc1ccc(NC(=O)CCC(=O)c2cccs2)cc1S(=O)(=O)Nc1ccc(Cl)cc1	-21	7	6	-2	-11	1.1	-10	-7	1

The order is random (roughly 4.5% active in at least one column).
